Assay outcomes: PubChem BioAssay, several laboratories
Wnt act: activators of Wnt/beta-catenin signaling; Wnt/beta-catenin reporter cell assay, activator, plate reader; 1.2% of 300,000 active; AID 743398; activation, % at 9.35 µM; in the data active means activation above about 30%, passing the limit was not always enough;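 further: 0% = neutral control wells and 100% = positive control wells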
phage Ecoli inh: E. coli growth loss with phage present; 0.26% of 360,000 active; inhibition, % at 11.9 µM; growth absorbance; in the data active means inhibition above about 11%
Tat transport: blocks Tat-dependent protein export in E. coli; 0.036% of 340,000 active; E. coli MC4100 TorA-mCherry Tat export, fluorescence; inhibition, % at 10 µM;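 active means mean replicate inhibition at least 50% and at least half of replicates individually reaching 50%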;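 further: exported cargo escapes ClpAP degradation while cytoplasmic cargo is degraded and loses fluorescence; 0% = median of neutral control wells and 100% = median of NaSCN control wells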
MITF TRPM1 HTS: MITF TRPM1 promoter activation in melanoma cells. SK-MEL-5 TRPM1-promoter luciferase, 24 h; % of positive control, neutral wells = 0. activation, % at 12.5 µM. 0.75% of 300,000 active;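 active means mean activation of at least 80% with every replicate also reaching 80%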;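 further: 0% = neutral control wells and 100% = parthenolide positive control wells; values of inactives mirror those of a sister screen read the other way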
E coli growth: bacterial growth inhibition, counter-screen for AddAB inhibitors | 0.27% of 330,000 active | inhibition, % at 11.9 µM | AID 449728 | E. coli V3065 growth, OD600 absorbance, 18 h;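 active means inhibition above the campaign's mean inhibition across all tested compounds plus 3 SD, cut at about 9.9% in these data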;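 further: uninfected addAB+ strain grown without phage in ampicillin broth; 0% = DMSO wells and 100% = ciprofloxacin 0.95 µg/ml wells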
SR-BI HDL uptake: blocks mouse SR-BI lipid uptake from DiI-HDL | Q61009 | ldlA[mSR-BI] CHO cells, DiI-HDL uptake fluorescence, 3 h | inhibition, % at 12.5 µM | 0.96% of 320,000 active | AID 488896;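 active means mean replicate inhibition of at least 70% and a set share of replicates each scoring 70 or more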;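 further: 0% = median of neutral control wells and 100% = median of positive control wells; values of inactives mirror those of a sister screen read the other way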
Target sequence (Q61009 whole entry, looked up): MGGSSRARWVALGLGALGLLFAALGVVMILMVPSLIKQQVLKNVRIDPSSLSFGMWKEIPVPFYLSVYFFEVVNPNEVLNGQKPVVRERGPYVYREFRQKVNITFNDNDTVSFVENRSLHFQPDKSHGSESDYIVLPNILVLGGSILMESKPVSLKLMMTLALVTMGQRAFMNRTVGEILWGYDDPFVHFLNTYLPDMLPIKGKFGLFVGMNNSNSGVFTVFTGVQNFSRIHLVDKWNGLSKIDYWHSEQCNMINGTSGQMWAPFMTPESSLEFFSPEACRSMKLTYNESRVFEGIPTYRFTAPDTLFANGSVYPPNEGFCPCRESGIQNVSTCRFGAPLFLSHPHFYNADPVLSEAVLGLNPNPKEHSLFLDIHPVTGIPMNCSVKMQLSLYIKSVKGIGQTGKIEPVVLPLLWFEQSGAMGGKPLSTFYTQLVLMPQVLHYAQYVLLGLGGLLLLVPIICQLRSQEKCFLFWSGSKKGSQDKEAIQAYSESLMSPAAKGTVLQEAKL
SR-BI uptake up: SR-BI HDL lipid transfer activation; CHO ldlA[mSR-BI] cells, DiI-HDL uptake fluorescence, 3 h; 100 = double the neutral-control signal; activation, % at 12.5 µM; 0.096% of 320,000 active;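 active means mean replicate activation of at least 60% and every replicate at or above 60%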;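 further: 0% = median plate neutral-control signal and 100% = twice that signal; values of inactives mirror those of a sister screen read the other way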
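Material: SR-BI-overexpressing, LDLR-lacking CHO cells | Dosing: Single compound concentration, delivered by pin transfer | Probe or stimulus: Labelled HDL, 10 µg/mL | Signal: Bottom-read cell fluorescence after medium removal, ex 550/em 595 nm | Schedule: 3 h, 37 °C | Evaluation: HDL uptake via cellular fluorescence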
CAL PDZ FP-1: inhibitors of human CAL PDZ peptide binding. Q9HD26. purified CAL PDZ, TMR-peptide fluorescence polarization, 1 h. inhibition, % at 24.9 µM. 0.92% of 300,000 active. AID 602252;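 active means mean inhibition of at least 30% with at least half of replicates also reaching 30%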;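 further: 0% = DMSO neutral control and 100% = excess unlabeled competitor peptide PRC23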
AddAB inh: less growth of phage-infected E. coli with AddAB; E. coli expressing H. pylori AddAB, absorbance growth; inhibition, % at 11.9 µM; 0.29% of 330,000 active; AID 435030; in the data active means inhibition above about 12%;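 further: 0% = vehicle wells of infected cells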
CAL PDZ FP-2: human CAL PDZ-peptide interaction inhibition; Q9HD26; purified CAL PDZ, TMR-peptide fluorescence polarization, 1 h; inhibition, % at 20 µM; 0.02% of 330,000 active; AID 504414;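 active means highest replicate inhibition of at least 40%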;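 further: plate controls were DMSO neutral control wells for no effect and unlabeled competitor peptide control wells for full effect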
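material = purified tagged CAL PDZ domain construct (CerCALP) | buffer or medium = sodium phosphate/NaCl buffer pH 7.4 with TCEP, IgG, Thesit | reagent = TMR-labelled reporter peptide T*-PRC34 bound in PDZ groove | incubation = 1 h room-temperature incubation prior to read | measured by = fluorescence polarization (mP) | evaluation = percent inhibition from loss of millipolarization | control set = unlabelled peptide and DMSO controls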
The depositor's hits bear a star; . = no result given. Outcome played no part in choosing rows. About 3.6% of those tested had a hit in this group.

Start of the data: the first three records (preview)
Each structure is followed by: Wnt act | phage Ecoli inh | Tat transport | MITF TRPM1 HTS | E coli growth | SR-BI HDL uptake | SR-BI uptake up | CAL PDZ FP-1 | AddAB inh | CAL PDZ FP-2
- COc1ccc(N(C(C)C(=O)N2CCCC2)S(C)(=O)=O)cc1 (centres undefined)
→ -2 | 1.0 | -1 | . | 0.4 | 4 | -4 | 0 | 3.3 | 0.2
- Cc1c(C(=O)NN)nc2ccccn12
→ -1 | 0.2 | -5 | -12 | -3.7 | -9 | 9 | -3 | 3.2 | -1.3
- COc1ccc(S(=O)(=O)NC2CC(C)(C)NC(C)(C)C2)cc1
→ 1 | 3.7 | -1 | -7 | 0.2 | -7 | 7 | -5 | 3.0 | -0.6

The listing (from the top)
Each structure is followed by: Wnt act | phage Ecoli inh | Tat transport | MITF TRPM1 HTS | E coli growth | SR-BI HDL uptake | SR-BI uptake up | CAL PDZ FP-1 | AddAB inh | CAL PDZ FP-2
- COc1ccc(N(C(C)C(=O)N2CCCC2)S(C)(=O)=O)cc1 (centres undefined)
→ -2 | 1.0 | -1 | . | 0.4 | 4 | -4 | 0 | 3.3 | 0.2
- Cc1c(C(=O)NN)nc2ccccn12
→ -1 | 0.2 | -5 | -12 | -3.7 | -9 | 9 | -3 | 3.2 | -1.3
- COc1ccc(S(=O)(=O)NC2CC(C)(C)NC(C)(C)C2)cc1
→ 1 | 3.7 | -1 | -7 | 0.2 | -7 | 7 | -5 | 3.0 | -0.6
- CCOC(=O)N1CCN(S(=O)(=O)c2ccc(C(=O)N(CCN(C)C)c3nc4ccc(Cl)cc4s3)cc2)CC1
→ 4 | 4.9 | 0 | 53 | 1.4 | -15 | 15 | -4 | 2.9 | -2.0
- COc1ccc(OC)c(NC(=O)CCNS(=O)(=O)c2cccc3nsnc23)c1
→ -1 | -2.0 | 7 | -3 | -0.1 | . | . | 3 | 0.0 | -1.6
- CC1Oc2ccccc2N(CC(=O)Nc2ccc(F)cc2)C1=O (centres undefined)
→ -1 | 1.3 | 9 | 9 | -3.5 | -3 | 3 | 0 | -1.3 | .
- C=C(C)Cn1c(SCCCO)nc2c1c(=O)[nH]c(=O)n2C
→ . | 0.3 | -3 | 7 | 2.4 | 6 | -6 | 0 | 1.0 | .
- Cc1cc(C)n(CC(=O)NNC(=O)CC(C)c2ccccc2)n1 (centres undefined)
→ -1 | 3.8 | -1 | 2 | 2.6 | -6 | 6 | 0 | 1.3 | -0.3
- O=C1N=C(N2CCOCC2)S/C1=C\c1ccc(OS(=O)(=O)c2ccccc2)cc1
→ -5 | 3.1 | -3 | -22 | -0.9 | -23 | 23 | 7 | -0.7 | -2.3
- CCCCNC(=O)NNC(=O)c1ccoc1C
→ 0 | 2.4 | 3 | . | 0.4 | -39 | 39 | . | 3.5 | -0.7
- CCOC(=O)C1CCN(C(=O)c2cccc(N3C(=O)NC4CC3(C)Oc3ccc(C)cc34)c2)CC1 (centres undefined)
→ 1 | 2.5 | 4 | -4 | -2.8 | 13 | -13 | -6 | 1.4 | -0.4
- CCN(CC)S(=O)(=O)c1ccc(C)c(NC(=O)CN2CCN(C)CC2)c1
→ 3 | -0.9 | 7 | 7 | -1.6 | -14 | 14 | -6 | -2.0 | -1.3
- CN(c1ccccc1)S(=O)(=O)c1cccc(NC(=O)Nc2ccc(Cl)cc2C#N)c1
→ 5 | 2.1 | -7 | -6 | -0.2 | 8 | -8 | 0 | 1.9 | -0.9
- Cc1ccc(S(C)(=O)=NC(=O)NC(=O)c2c(F)cccc2Cl)cc1 (centres undefined)
→ -2 | 0.8 | -2 | -14 | 1.3 | 5 | -5 | -2 | 1.4 | -0.6
- NC1=NC(=O)CC(C(=O)NCCc2ccccc2)S1 (centres undefined)
→ 1 | 0.3 | 0 | -1 | 0.5 | -18 | 18 | -3 | -0.5 | -0.8
- COc1ccc(Nc2nc(C(=O)NCc3ccco3)cs2)cc1
→ 7 | 3.7 | -10 | -4 | -1.3 | 1 | -1 | -1 | -0.8 | 0.9
- Cc1ccc2c(COC(=O)c3ccccc3OC(F)F)cc(=O)oc2c1
→ -2 | 2.3 | 8 | 69 | -1.9 | . | . | -1 | -2.5 | -3.9
- Cc1onc(-c2ccccc2)c1C(=O)Nc1sc2c(c1C#N)CCC(C)C2 (centres undefined)
→ -1 | 3.1 | 8 | -7 | 3.5 | 72* | -72 | -1 | 2.0 | -2.0
- CN(Cc1nc2ccccc2c(=O)[nH]1)C(=O)C1CC(=O)N(c2cccc3ccccc23)C1 (centres undefined)
→ -5 | 1.9 | 12 | 6 | -1.4 | 13 | -13 | -9 | -0.5 | -1.1
- O=C(Nc1cc(C(=O)N2CCCC2)ccc1N1CCCC1)c1ccccc1
→ . | 0.8 | 0 | -11 | 0.1 | 7 | -7 | 2 | 1.1 | -0.6
- O=C(NC1CCCc2ccccc21)c1cccc(S(=O)(=O)N2CCN(c3ccccc3)CC2)c1 (centres undefined)
→ 18 | 2.0 | -4 | . | -1.3 | 49 | -49 | -1 | 4.1 | .
- O=C(CNC(=O)c1ccccc1F)N/N=C/c1cc(Br)ccc1OCc1ccccc1
→ -10 | 4.5 | 5 | 8 | -1.9 | 27 | -27 | -2 | 3.2 | -4.0
- COc1ccc(S(=O)(=O)NC(Cc2ccccc2)C(=O)O)cc1 (centres undefined)
→ 1 | 2.9 | 0 | -8 | -1.4 | -11 | 11 | 2 | -0.8 | 0.0
- OC(COCc1ccccc1)CN1CCCC1 (centres undefined)
→ . | 1.2 | 3 | 14 | 2.9 | 19 | -19 | -1 | -0.8 | 0.3
- COCCN(C(=O)CNC(=O)c1ccco1)C(C(=O)NC1CCCC1)c1ccc(F)cc1 (centres undefined)
→ -1 | 2.9 | -3 | 6 | 2.1 | . | . | -4 | 3.1 | 0.2
- CC(C)(C)NC(=O)C(OC(=O)c1cccs1)c1ccccc1 (centres undefined)
→ -1 | 0.1 | 9 | 2 | 1.4 | -2 | 2 | 0 | -0.6 | -1.0
- N#Cc1cn(-c2ccccc2)nc1-c1ccc2c(c1)OCCO2
→ 0 | 2.0 | 2 | 123* | 2.6 | 43 | -43 | 0 | -0.6 | .

Three entries from above, with each value named:
> Cc1c(C(=O)NN)nc2ccccn12
  Wnt act: -1
  phage Ecoli inh: 0.2
  Tat transport: -5
  MITF TRPM1 HTS: -12
  E coli growth: -3.7
  SR-BI HDL uptake: -9
  SR-BI uptake up: 9
  CAL PDZ FP-1: -3
  AddAB inh: 3.2
  CAL PDZ FP-2: -1.3

> COc1ccc(S(=O)(=O)NC2CC(C)(C)NC(C)(C)C2)cc1
  Wnt act: 1
  phage Ecoli inh: 3.7
  Tat transport: -1
  MITF TRPM1 HTS: -7
  E coli growth: 0.2
  SR-BI HDL uptake: -7
  SR-BI uptake up: 7
  CAL PDZ FP-1: -5
  AddAB inh: 3.0
  CAL PDZ FP-2: -0.6

> CCOC(=O)N1CCN(S(=O)(=O)c2ccc(C(=O)N(CCN(C)C)c3nc4ccc(Cl)cc4s3)cc2)CC1
  Wnt act: 4
  phage Ecoli inh: 4.9
  Tat transport: 0
  MITF TRPM1 HTS: 53
  E coli growth: 1.4
  SR-BI HDL uptake: -15
  SR-BI uptake up: 15
  CAL PDZ FP-1: -4
  AddAB inh: 2.9
  CAL PDZ FP-2: -2.0

Random excerpt: 2 records from the list
Each structure is followed by: Wnt act | phage Ecoli inh | Tat transport | MITF TRPM1 HTS | E coli growth | SR-BI HDL uptake | SR-BI uptake up | CAL PDZ FP-1 | AddAB inh | CAL PDZ FP-2
- CC1Oc2ccccc2N(CC(=O)Nc2ccc(F)cc2)C1=O (centres undefined)
→ -1 | 1.3 | 9 | 9 | -3.5 | -3 | 3 | 0 | -1.3 | .
- COc1ccc(S(=O)(=O)NC(Cc2ccccc2)C(=O)O)cc1 (centres undefined)
→ 1 | 2.9 | 0 | -8 | -1.4 | -11 | 11 | 2 | -0.8 | 0.0
